RXFP1 antag = qHTS Assay for Antagonists of the Relaxin Receptor RXFP1; Relaxin receptor 1 (Homo sapiens), Q9HBX9; HEK293-RXFP1, relaxin-stimulated cAMP HTRF, 30 min; stronger effect = lower value; activity change, negative = inhibition, % at 57.5 µM; 0.59% of 350,000 active;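 active = activity change of -60% or lower, but not beyond a set lower limit; inconclusive = change between -60% and -40%, or beyond the set limit; inactive = change above -40%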; also: % is scaled to controls: 0 for no effect and ±100 for the full control effect
APE1 inh = qHTS Assay for Inhibitors of the Human Apurinic/apyrimidinic Endonuclease 1 (APE1). DNA repair nuclease/redox regulator APEX1 (Homo sapiens), P27695. recombinant APE1, TAMRA/BHQ-2 abasic DNA cleavage fluorescence. Potency, µM (highest dose often 65.8 µM), for inactives: top-dose activity change, negative = inhibition, actives largely listed as inhibitors. 0.35% of 350,000 active. AID 2517, 2012;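 also: potency is read from the fitted curve at half-maximal effect; plate controls were vehicle for no effect and reference inhibitor for full effect; nearly all actives have a fitted effect of over 55% in size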
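Quantitative HTS: incision of a TAMRA/BHQ-2 double-stranded substrate bearing a tetrahydrofuran abasic site by 0.75 nM APE1 raises fluorescence. Substrate 50 nM final, added after 15 min compound preincubation at room temperature; progress as third-minus-first kinetic read difference.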
Pol kappa inh = qHTS for Inhibitors of Polymerase Kappa; 0.53% of 400,000 active; purified Pol kappa, fluorescent DNA synthesis assay, 10 min; Potency, µM (highest dose often 107 µM), inactives show at the top dose activity, negative = inhibition, hits mostly inhibitors; AID 588579, 2011; also: potency is read from the fitted curve at half-maximal effect; % is scaled to controls: 0 for no effect and ±100 for the full control effect
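50 nM final substrate added after 15 min RT preincubation of 10 nM Pol kappa with compound; fluorescence read at 0 and 10 min.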
PGK inhibitor = qHTS Assay to Find Inhibitors of Phosphoglycerate Kinase. PGK/GAPDH coupled, Kinase-Glo luminescence, 60 min. 0.043% of 380,000 active. Potency, µM (doses to about 57.5 µM), for inactives: at the top dose activity change, negative = inhibition, hits mostly inhibitors. Phosphoglycerate kinase, glycosomal (Trypanosoma brucei brucei), P07378; also: potency is read from the fitted curve at half-maximal effect; % is scaled to controls: 0 for no effect and ±100 for the full control effect; nearly all actives have a fitted effect of over 60% in size
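Luminescent ATP detection (Kinase-Glo Plus) follows a 60-minute room-temperature incubation, with wells lacking PGK as controls. Buffer: 100 mM TEA (pH 7.6), 5 mM MgCl2, 0.01% Tween-20. Coupling enzyme GAPDH (100 nM final) supplies unstable 1,3-BPG in-well.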
Pol beta inh = qHTS Assay for Inhibitors of DNA Polymerase Beta; P06746; Pol beta primer extension/strand displacement, fluorescence kinetic; Potency, µM (highest dose often 114 µM), for the others: at the top dose activity change, negative = inhibition, hits mostly inhibitors; 1.3% of 340,000 active; also: potency is read from the fitted curve at half-maximal effect; % is scaled to controls: 0 for no effect and ±100 for the full control effect
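Kinetic readout of DNA synthesis with strand displacement by Pol beta. Compound and 10 nM enzyme sit 15 min at room temperature; 50 nM substrate starts the reaction, read immediately and at 10 min.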
Anesthetic bind = qHTS Assay for Identification of Novel General Anesthetics | apoferritin/1-aminoanthracene competitive binding, fluorescence | Potency, µM (series often up to 77.5 µM), for the others: at the top dose activity change, negative = displacement, most hits filed as inhibitors | Ferritin light chain (Equus caballus), P02791 | 0.074% of 350,000 active; also: potency is read from the fitted curve at half-maximal effect; % is scaled to controls: 0 for no effect and ±100 for the full control effect; nearly all actives have a fitted effect of over 20% in size
Target sequence (P02791 2-175 limits assumed): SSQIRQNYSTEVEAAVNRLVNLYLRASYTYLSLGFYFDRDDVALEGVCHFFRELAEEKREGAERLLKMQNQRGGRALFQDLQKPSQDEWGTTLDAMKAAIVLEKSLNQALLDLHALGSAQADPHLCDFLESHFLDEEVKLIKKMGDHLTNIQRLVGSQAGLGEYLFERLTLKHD
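Concentration-response curves derived by four-parameter Hill fitting of normalized fluorescence, where compounds displaced 1-AMA from 10 uM horse apoferritin following a brief 10 min room-temperature incubation; propofol titration acted as positive control.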
POLH inh = qHTS for Inhibitors of Polymerase Eta; DNA polymerase eta (Homo sapiens), Q9Y253; recombinant Pol eta, fluorescent DNA replication assay; Potency, µM (highest dose often 114 µM), inactives show at the top dose activity change, negative = inhibition, most hits filed as inhibitors; 1.2% of 390,000 active; AID 588591, 2011; also: potency is read from the fitted curve at half-maximal effect; % is scaled to controls: 0 for no effect and ±100 for the full control effect
Target sequence (Q9Y253 whole entry, looked up): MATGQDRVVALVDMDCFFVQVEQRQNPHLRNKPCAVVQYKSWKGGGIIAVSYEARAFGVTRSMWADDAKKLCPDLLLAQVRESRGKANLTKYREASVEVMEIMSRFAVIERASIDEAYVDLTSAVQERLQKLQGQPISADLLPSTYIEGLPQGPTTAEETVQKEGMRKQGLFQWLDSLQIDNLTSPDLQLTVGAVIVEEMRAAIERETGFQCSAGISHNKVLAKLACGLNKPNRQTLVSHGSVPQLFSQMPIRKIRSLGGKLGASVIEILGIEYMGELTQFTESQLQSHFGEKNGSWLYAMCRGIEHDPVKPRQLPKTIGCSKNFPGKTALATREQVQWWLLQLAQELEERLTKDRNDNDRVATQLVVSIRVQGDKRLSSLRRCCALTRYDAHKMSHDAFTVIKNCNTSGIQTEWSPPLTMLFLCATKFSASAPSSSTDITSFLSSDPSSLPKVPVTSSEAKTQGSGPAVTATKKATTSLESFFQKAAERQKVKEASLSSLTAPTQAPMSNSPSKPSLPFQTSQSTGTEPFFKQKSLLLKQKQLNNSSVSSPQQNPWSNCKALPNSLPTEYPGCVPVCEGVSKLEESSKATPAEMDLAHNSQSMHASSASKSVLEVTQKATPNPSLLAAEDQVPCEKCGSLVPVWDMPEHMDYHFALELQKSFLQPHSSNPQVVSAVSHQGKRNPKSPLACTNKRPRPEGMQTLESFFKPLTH
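Pol eta at 10 nM preincubated with compounds 15 min at room temperature; reaction started with fluorescent substrate (50 nM final) and read kinetically at 0 and 10 min.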
BLM helicase inh = qHTS Assay for Inhibitors of Bloom's syndrome helicase (BLM) | AID 2528, 2010 | Potency, µM (titrated, usually from 56.1 µM), for inactives: at the top dose activity change, negative = inhibition, most hits filed as inhibitors | recombinant BLM DNA unwinding, fluorescence dequenching | 0.2% of 350,000 active | RecQ-like DNA helicase BLM (Homo sapiens), P54132;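 also: potency is read from the fitted curve at half-maximal effect; plate controls were vehicle for no effect and no enzyme for full effect; nearly all actives have a fitted effect of over 35% in size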
POLI inh = qHTS for Inhibitors of Polymerase Iota. DNA polymerase iota (Homo sapiens), Q9UNA4. 1% of 390,000 active. Pol iota fluorescent replication assay, 10 min. Potency, µM (doses to about 115 µM), for inactives: at the top dose activity, negative = inhibition, actives largely listed as inhibitors; also: potency is read from the fitted curve at half-maximal effect
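Pol iota at 10 nM preincubated 15 min with compounds at room temperature; reaction started with fluorescent substrate, 50 nM final. Fluorescence read kinetically at 0 and 10 min; buffer-only wells as negative control.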
The depositor's hits bear a star; i = inactive; ? = inconclusive; / = no result given; & = joins results of further samples; [ ] = dose if it differs, or a comment. Unless noted, calls follow the shape of the dose curve; as a rule, active = well fitted curve in the direction sought with a large enough effect; inconclusive = small, poorly fitted or top-dose-only effect, or another doubt; inactive = no such curve, though single readings can be large; an effect the other way counts as inactive or inconclusive.

Start of the listing, in advance:
SMILES	RXFP1 antag	APE1 inh	Pol kappa inh	PGK inhibitor	Pol beta inh	Anesthetic bind	POLH inh	BLM helicase inh	POLI inh
CCN1CCN(c2ncc3c(n2)CC(c2ccccc2O)CC3=O)CC1 (stereo not given)	-18	/	-13%[60.1 µM]	-2%	0%	-14%	-11%	-8%	0%
O=C1c2ccccc2CC1(Cc1ccccc1)Cc1ccccc1	-3	2%	-10%	-6%	18%	-3%	-17%	-9%	27%

All compounds of this part, from the start:
SMILES	RXFP1 antag	APE1 inh	Pol kappa inh	PGK inhibitor	Pol beta inh	Anesthetic bind	POLH inh	BLM helicase inh	POLI inh
CCN1CCN(c2ncc3c(n2)CC(c2ccccc2O)CC3=O)CC1 (stereo not given)	-18	/	-13%[60.1 µM]	-2%	0%	-14%	-11%	-8%	0%
O=C1c2ccccc2CC1(Cc1ccccc1)Cc1ccccc1	-3	2%	-10%	-6%	18%	-3%	-17%	-9%	27%
CC(C)(C)N1C(=O)c2ccc(C(=O)O)cc2C1=O	0	4%	-11%	1%	1%	-13%	-7%	0%	-7%
Cc1cc(C(=O)OCC(=O)Nc2ccc(F)cc2)c(C)o1	-3	-3%	-5%	-1%	-7%	7%	-5%	0%	6%
COc1cc(NC(=O)CSc2nnc3ccc(-c4cccnc4)nn23)cc(OC)c1	-6	2%	-1%	-6%	/	/	-5%	/	41%[activator]
COc1cccc(CNC(=O)COC(=O)/C(C#N)=C/c2ccc(N(C)C)cc2)c1	16	-3%	-1%	-1%	/	/	-5%	/	4%
COc1ccc(Nc2nnc(-c3ccc(O)cc3)c3ccccc23)cc1	-6	2%	-18%	4%	1%	-5%	-1%	-10%	-29%
O=C(CS(=O)(=O)c1ccc(F)cc1)N1CCOCC1	0	19%	4%	-10%	12%	-1%	-16%	-3%	13%
COc1ccc(CC(=O)N2CCN(c3ccc(F)cc3)CC2)cc1	1	-3%	0%	0%	-25%	-11%	-4%	-5%	16%
COc1ccc(CCNC(=O)CCNC(=O)c2ccccc2Cl)cc1	8	32%	-10%	3%	4%	1%	-4%	-2%	133%[activator]
CCC1CCCCN1C(=O)COC(=O)c1cc(C)nc2ccccc12 (stereo not given)	-5	-1%	-9%	-1%	/	/	-1%	/	18%
COc1ccc(OC)c(C2C(C(C)=O)=C(O)C(=O)N2CCC(=O)O)c1 (stereo not given)	-2	0%	0%	/	5%	-8%	9%	0%	-13%
CC(=O)NCCCC[C@H](NC(=O)OC(C)(C)C)C(=O)Nc1ccc2c(C(F)(F)F)cc(=O)oc2c1	/	4%	11%[60.1 µM]	/	/	-1%	/	-4%	/
CCOC(=O)[C@H]1[C@H]2COc3ccc(Cl)cc3[C@@H]2N2C(=O)c3cc(OC)ccc3NC(=O)[C@@]12C	/	-10%	-13%	4%	/	/	-18%	/	49%[activator]
COc1ccc(NCc2ccc(OC)c(Cn3ccnc3)c2)c(OC)c1	-11	19%	-2%	6%	0%	-9%	-6%	5%	156%[activator]
O=C(Nc1ccc2nc(SCC(=O)N3CCOCC3)sc2c1)c1ccccc1Cl	-64*	/	2%	-3%	3%	0%	-14%	0%	43%[activator]
Cc1ccc2cc(-c3noc(C4CCCCC4)n3)c(=O)[nH]c2c1	/	-2%	5%	i	11%	-9%	-3%	-5%	0%
COc1ccccc1NS(=O)(=O)c1cccc(C(=O)NCc2ccncc2)c1	-8	-14%	-6%	4%	/	/	-5%	/	20%
CN(C(=O)COC(=O)c1cccnc1Nc1ccccc1F)C1CCS(=O)(=O)C1 (stereo not given)	3	-4%	-4%	-6%	26%	-3%	-9%	-2%	-7%
Clc1ccc(C2=NOC(c3nnc(-c4ccccc4)o3)C2)cc1 (stereo not given)	/	-7%	9%	-6%	1%	-1%	-20%	-6%	31%[activator]
C[C@@H]1O[C@@H](Oc2c(-c3cc(O)c(O)c(O)c3)oc3cc(O)cc(O)c3c2=O)[C@H](O)[C@H](O)[C@H]1O	/	?	1.7µM*	-30%	?	-8%&-5%	?	-2%&-5%	50µM*
Cc1ccc(OCC(=O)N(Cc2ccc(N(C)C)cc2)CC2CCCO2)cc1C (stereo not given)	-11	/	-9%	-10%	-7%	-18%	-26%	-2%	13%
O=C(c1cc(C2CC2)on1)N1CCN(c2ccc(F)cc2)CC1	6	15%	-11%	i	?	2%	-15%	-2%	-23%
COc1ccccc1NC(=O)CN(C)S(=O)(=O)c1ccc2c(c1)c(=O)n(C)c(=O)n2C	/	/	-10%	0%	-10%	-9%	-2%	-6%	28%
CCOc1ccc(Br)cc1S(=O)(=O)Nc1cccc(S(=O)(=O)N(CC)CC)c1	5	-5%	-12%	-8%	0%	-13%	-10%	-8%	121%[activator]
The list goes on:
SMILES	RXFP1 antag	APE1 inh	Pol kappa inh	PGK inhibitor	Pol beta inh	Anesthetic bind	POLH inh	BLM helicase inh	POLI inh
CC1CCCCN1CCCNc1ccc(C(CC(N)=O)NC(=O)c2ccccc2)cc1[N+](=O)[O-] (stereo not given)	/	-12%	0%	7%	26%	-12%	-25%	4%	10%
COc1ccc(OC)c(N(CC(=O)NCc2ccccn2)S(C)(=O)=O)c1	5	-2%	-18%	-2%	74%	-7%	6%	1%	29%
COc1ccc(C2=Nn3c(nnc3-c3ccncc3)SC2)cc1OC	-9	-1%	16%	19%	-4%	-10%	-11%	24%	-10%
COc1ccc2nc(C)cc(SCC(=O)Nc3c(C)cc(C)cc3C)c2c1	7	5%	6%	-7%	2%	-11%	-2%	-4%	5%
O=C(CCSc1ccccc1)NCC1CCCO1 (stereo not given)	-3	2%	2%	i	-16%	9%	-12%	-1%	67%[activator]
COc1ccc(CNC(=O)CN2CCSc3ccccc32)c(OC)c1	/	/	-15%[60.1 µM]	6%	6%	6%	-7%	-2%	0%
COCCn1nnnc1C(c1ccc(OC)c(OC)c1)N1CCc2ccccc21 (stereo not given)	2	?	11%	i	12%	-14%	-1%	-2%	74%[activator]
O=C(N/N=C/c1ccccc1Cl)c1nc2ccc([N+](=O)[O-])cc2c(=O)[nH]1	4	-1%	0%	/	10%	-6%	-9%	-4%	10µM*
O=C(CCN1CCN(S(=O)(=O)c2cccc([N+](=O)[O-])c2)CC1)Nc1ccccc1F	-6	50%[activator]	-16%	3%	-20%	-19%	-16%	2%	11%
COc1cc(NC(=O)CCN2CCN(C/C=C/c3ccccc3)CC2)cc(OC)c1	5	-2%	-5%	-4%	-24%	-14%	-3%	-3%	-3%
CC(C)(C)[C@H]1COC(=O)[C@H](Cc2ccc(F)cc2)CC/C=C/C[C@@H](CC(=O)N[C@H](CO)Cc2ccccc2)C(=O)N1	/	26%	1%	-2%	/	/	-9%	/	-57%
CCCc1ccc(-c2cc(C(=O)Nc3ccc([N+](=O)[O-])cn3)c3ccccc3n2)cc1	7	4%	1%	i	-12%[57.1 µM]	-11%	-12%	-3%	1%
COc1ccc2oc(C(=O)OCC(=O)N3CC(C)CC(C)C3)c(C)c2c1 (stereo not given)	-23	1%	-2%	0%	/	/	2%	/	19%
COC(=O)c1ccc(N2CCOCC2)c(NC(=O)c2ccc(Br)o2)c1	2	10%	2%	-2%	8%	-2%	-10%	-3%	28%
Cc1ccccc1OCCC(=O)Nc1ccccc1C(=O)N1CCCCC1	10	3%	-3%	-4%	/	/	-16%	/	22%
COc1cc(C)c2occ(/C(C)=N\O)c2c1	-17	-2%	-26%	-7%	-9%	-20%	-5%	-4%	57%[activator]
COc1ccc(OC)c(N/C(C)=C/C(=O)c2ccc(Br)cc2)c1	-31	6%	-18%	-2%	27%	?	-4%	-10%	109%[activator]
Cc1ccc(S(=O)(=O)c2c(N)n(-c3ccccc3)c3nc4ccccc4nc23)cc1	-9	?	-11%	i	17%	-10%	-9%	-8%	24%
O=S(=O)(c1cccc(-n2cnnn2)c1)N1CCOCC1	14	4%	-3%	/	-9%	-7%	6%	0%	9%
O=C(Nc1ccccc1C(=O)Nc1ccccn1)c1cccc([N+](=O)[O-])c1	1	12%	-18%	4%	-26%	-3%	6%	-19%	?
CN(Cc1ccccc1)C(=O)COc1ccc(-c2nnco2)cc1	/	1%	-1%	0%	3%	-3%	-13%	-4%	15%
CC(=O)c1ccc(S(=O)(=O)N2CCN(CCOc3ccc(Br)cc3)CC2)cc1	-10	-12%	-20%	4%	/	/	-6%	/	-6%
COc1ccc(NC(=O)C2=C(C)Nc3ncnn3C2c2ccccn2)cc1 (stereo not given)	/	/	-11%[60.1 µM]	4%	-1%	39%[activator]	0%	-1%	2%
O=C(CSc1nc2nc(-c3cccs3)cc(C(F)(F)F)c2c(=O)[nH]1)NCc1ccco1	34	-3%	-41%	-3%	56µM*	74%[activator]	18µM*	-8%	?
CCc1ccc(OCC(=O)NC2CCCCC2)c(Br)c1	-10	31%	-16%	-8%	0%	-9%	-11%	-11%	-21%
Following part:
SMILES	RXFP1 antag	APE1 inh	Pol kappa inh	PGK inhibitor	Pol beta inh	Anesthetic bind	POLH inh	BLM helicase inh	POLI inh
Cc1ccc(NC(=O)/C=C/c2ccco2)nc1	-14	-4%	-28%	-8%	-3%	-14%	?	-16%	?
O=C(/C=C/c1ccco1)OCC(=O)c1ccc(OC(F)F)cc1	3	5%	-15%	i	/	/	-11%	/	-15%
COc1ccc(S(=O)(=O)N2CCOCC2)cc1NC(=O)CSc1nnc(N)s1	3	36%	-3%	-1%	/	/	-15%	/	25%
C=CCNc1nc(C(=O)OCC(=O)NCc2ccccc2OC)cs1	-12	-15%	-19%	0%	/	/	1%	/	-8%
COCCCNC(=O)/C(C#N)=C/c1c(N2CCN(c3ccccc3)CC2)nc2ccccn2c1=O	-1	32%	-1%	5%	-15%	70%[activator]	-15%	-5%	126%[activator]
COc1ccc(CCC(=O)O)cc1OC	-9	2%	-5%	0%	41%	4%	-23%	2%	74%[activator]

High-throughput results from PubChem BioAssay.

Only part of the results is shown; the hit share may differ from the screen's.
